Glioma ERSR ind: ER stress response induction in glioma. U87-MG GRP78 promoter luciferase reporter, 16 h. Potency, µM, without a hit: at the highest dose activation, hits mostly activators. 420,000 tested, 0.02% active; note: potency is the fitted concentration of half-maximal effect; series mostly up to about 76 µM; % of control where 0% means no effect; nearly all actives have a fitted effect of over 35% in size
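Stably transfected U87-MG human glioma cells carrying a GRP78-based luminescent sensor were seeded at 1000 cells/well, pin-dosed with compounds and incubated 16 h. Luciferase reagent was then added, and end-point luminescence was read after 10 min at room temperature.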
D2 potentiator: D2 dopamine receptor (human) potentiation; 340,000 tested, 0.34% active; potentiation, % at 10 µM; P14416; HEK293 T-REx D2, calcium flux, EC20 dopamine potentiation;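 active = potentiation over 3 SD above the plate norm, cut at about 30% in these data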; note: 0% is about no effect
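Primary screen. Calcium kinetics in induced HEK293 T-REx D2 cells: compound pre-addition 180 s, EC20 dopamine, 180 s more.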
Vif-A3F inh: blocks the Vif interaction with APOBEC3F; HeLa A3F-eYFP + Vif (tagged APOBEC3F with the HIV-1 protein that degrades it), YFP fluorescence increase; Potency, µM (top dose mostly 46.1 µM), for inactives: at the highest dose activity, negative = active; 390,000 tested, 0.2% active; note: potency is the fitted concentration of half-maximal effect; % of control where 0% means no effect; nearly all actives have a fitted effect of over 65% in size
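HeLa cells stably expressing Vif plus C-terminally eYFP-tagged A3F were seeded, incubated overnight at 37 deg C, dosed with compound, incubated overnight again at 37 deg C. Yellow fluorescence (Ex 488/Em 500-530) reported blocked Vif-mediated A3F-eYFP degradation.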
D1 antag: blocks dopamine activation of the human D1 receptor; activity change, negative = inhibition, % at 10 µM; HEK293 TREx D1 cells, calcium flux, dopamine EC80; stronger effect = lower value; P21728; 360,000 tested, 3.2% active; AID 504652; in the data active = activity change below about -30%; note: % is set by controls: 0 for no effect and ±100 for the full control effect
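Calcium flux readout: force-coupled, inducible Hek293 Trex D1 line, cells induced overnight at 30 C with tetracycline, dye-loaded 30–90 min at RT. Antagonism scored against EC80 dopamine challenge given 180 s after compound.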
RXFP1 agonist: RXFP1 (human) receptor agonism; Q9HBX9; HEK293T-RXFP1 cAMP TR-FRET, 30 min; response scale: percent of porcine relaxin response, buffer zero; Potency, µM (doses to about 57.5 µM), for the others: at the top dose activation, hits mostly activators; 370,000 tested, 0.3% active; AID 2676; note: potency is the fitted concentration of half-maximal effect; % is set by controls: 0 for no effect and ±100 for the full control effect; nearly all actives have a fitted effect of over 60% in size; many of its hits are not listed in these tables
Target sequence (Q9HBX9 whole entry, looked up): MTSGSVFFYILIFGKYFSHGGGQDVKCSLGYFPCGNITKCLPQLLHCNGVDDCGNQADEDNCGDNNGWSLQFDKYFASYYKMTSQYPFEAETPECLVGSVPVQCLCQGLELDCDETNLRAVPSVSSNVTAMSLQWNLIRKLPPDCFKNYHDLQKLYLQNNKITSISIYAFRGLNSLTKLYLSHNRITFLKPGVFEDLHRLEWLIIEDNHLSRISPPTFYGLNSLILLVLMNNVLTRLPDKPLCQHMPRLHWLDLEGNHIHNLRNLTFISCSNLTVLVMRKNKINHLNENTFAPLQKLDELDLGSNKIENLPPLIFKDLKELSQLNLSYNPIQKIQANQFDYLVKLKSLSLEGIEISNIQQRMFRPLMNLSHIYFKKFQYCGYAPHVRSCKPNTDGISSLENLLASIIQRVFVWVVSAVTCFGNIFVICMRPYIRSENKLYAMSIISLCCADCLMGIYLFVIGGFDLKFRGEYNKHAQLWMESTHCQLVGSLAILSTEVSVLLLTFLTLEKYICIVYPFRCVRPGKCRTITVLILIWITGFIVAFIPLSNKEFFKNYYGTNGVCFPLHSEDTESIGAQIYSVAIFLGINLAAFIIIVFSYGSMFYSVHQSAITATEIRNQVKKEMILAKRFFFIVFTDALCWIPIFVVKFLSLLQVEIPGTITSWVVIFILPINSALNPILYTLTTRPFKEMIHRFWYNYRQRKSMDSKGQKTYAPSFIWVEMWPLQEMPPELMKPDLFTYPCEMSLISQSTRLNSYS
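HEK293T cells stably expressing RXFP1 were pretreated with the PDE4 inhibitor Ro 20174, exposed to compounds for 30 min at 37C, lysed, and cAMP was read by TR-FRET. Data normalized to buffer (basal) and 29 nM porcine relaxin (100%).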
D1 PAM: potentiators of human D1 dopamine receptor; 360,000 tested, 0.036% active; P21728; HEK293 TREx D1 cells, calcium flux, dopamine EC20 potentiation; potentiation, % at 10 µM; in the data active = potentiation above about 30%; note: 0% is about no effect
RXFP1 antag: antagonists of human relaxin receptor RXFP1 | 350,000 tested, 0.59% active | activity change, negative = inhibition, % at 57.5 µM | HEK293-RXFP1, relaxin-stimulated cAMP HTRF, 30 min; stronger effect = lower value;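 active = activity change of -60% or lower, but not beyond a set lower limit; inconclusive = change between -60% and -40%, or beyond the set limit; inactive = change above -40%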; note: % is set by controls: 0 for no effect and ±100 for the full control effect
Vif-APOBEC3G blk: Vif-A3G binding inhibition. Potency, µM (doses to about 46.1 µM), for the others: at the highest dose activity, negative = active, usual class: inhibitors. HeLa A3G-eYFP + Vif (tagged APOBEC3G with the HIV-1 protein that degrades it), YFP fluorescence, overnight. AID 602310. 410,000 tested, 0.076% active;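 note: potency is the fitted concentration of half-maximal effect; % is set by controls: 0 for no effect and ±100 for the full control effect; nearly all actives have a fitted effect of over 60% in size; hits raise eYFP signal because A3G escapes Vif-driven loss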
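HeLa cells stably expressing Vif and C-terminally eYFP-tagged A3G, seeded overnight at 37 deg C, then exposed to compound by pintool overnight at 37 deg C. Rise in yellow fluorescence (Ex 488/Em 500-530, Acumen) marks blocked Vif-driven A3G degradation.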
D1 ag: activates the human D1 dopamine receptor; HEK293 T-REx D1 cells, calcium flux, agonist mode; activation, % at 2 µM; 360,000 tested, 1% active; AID 504660; in the data active = activation above about 30%; note: 0% is about no effect
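Tetracycline-induced HEK293 TREx D1 cells, force-coupled to calcium signalling, were dye-loaded with a no-wash calcium kit. Compound was pin-added after a 10 s baseline. Fluorescence was read kinetically at 1 cycle/s for 180 s, with calcium rises flagged as agonism.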
Starred values were filed as active, the others as inactive; ? = inconclusive; nt = not tested or not shown. Unless noted, calls come from the whole dose curve; as a rule, active = well fitted curve in the direction sought with a large enough effect; inconclusive = small, poorly fitted or top-dose-only effect, or another doubt; inactive = no such curve, though single readings can be large; an effect the other way counts as inactive or inconclusive.

SMILES	Glioma ERSR ind	D2 potentiator	Vif-A3F inh	D1 antag	RXFP1 agonist	D1 PAM	RXFP1 antag	Vif-APOBEC3G blk	D1 ag
CCOC(=O)C1(C)NC(c2ccccc2F)C2C(=O)N(CC)C(=O)C21 (stereo not drawn)	-4%	-4	3%	3	0.1%	1	-7	2%	1
CCc1ccc(/C=C2\SC(=S)N(CCCC(=O)NCCCN3CCOCC3)C2=O)cc1	-14%	nt	-1%	nt	nt	nt	0	0%	nt
CCCCCCOC1(c2ccccc2)OC(=O)c2ccccc21 (stereo not drawn)	-5%	-1	-2%	32	-1.2%	0	-31	-6%	6
N=C1S/C(=C\c2ccccc2)C(=O)N1c1ccc(F)cc1	-1%	1	2%	5	1.7%	-3	-3	2%	1
c1ccc(C2=Nc3cccc4cccc(c34)N2)cc1	-6%	-1	-12%	6	-0.2%	0	-4	3%	2
Cc1nc2scc(-c3cccs3)c2c(=O)n1N	-1%	3	-3%	11	0.2%	6	-9	-3%	1
Cc1cc(C)n2nc(C(=O)OC(C)C(=O)c3cc(C)c(C)cc3C)nc2n1 (stereo not drawn)	-3%	4	-13%	1	-0.9%	5	-13	-1%	0
O=C(c1n[nH]c2ccccc12)N1CCN(c2ccc(F)cc2)CC1	3%	-8	8%	-9	1.5%	-3	-4	-3%	2
COc1cc(CNC(C)(C)C)ccc1OCC(=O)NC(C)(C)C	-2%	-6	-2%	17	4.0%	-1	-10	-6%	3
CCOC(=O)c1c(N)sc(C(N)=O)c1C	0%	5	-4%	5	12%	1	2	-3%	8
COc1ccc(Br)cc1CN(C)CC(=O)Nc1cc(Cl)cc(Cl)c1	-3%	-11	0%	-7	-0.1%	4	-17	-1%	7
Fc1ccc(Nc2nc(Nc3ccc(F)cc3)nc(N3CCOCC3)n2)cc1	-4%	3	-7%	5	4.0%	-2	-23	4%	9
CC1CCCCC1NC(=O)CCn1ccc2cc(S(=O)(=O)N3CCCC3)ccc21 (stereo not drawn)	-1%	3	1%	2	2.1%	5	7	-1%	-1
COc1ccc(C(=O)OCC(=O)NC2CCCCCC2)c(OC)c1	-4%	-2	2%	-8	0.5%	6	-15	-3%	1
COc1ccccc1/C=C/C=N/n1c(-c2cc(C)[nH]n2)n[nH]c1=S	-1%	1	-20%	15	0.6%	-2	-7	-6%	3
COc1cccc(C(=O)N2N=C(c3ccccn3)CC2(O)C(F)(F)F)c1 (stereo not drawn)	7%	4	-2%	-16	-1.1%	2	7	-18%	0
Cc1ccc2nc(SCC(=O)NC(=O)NCc3ccco3)[nH]c2c1	0%	7	-3%	-25	0.8%	-11	4	-3%	7
Cc1cc(C(=O)NNC(=O)C2CCCC2)c(C)o1	1%	14	-2%	7	0.4%	-7	6	-1%	1
O=C(O)CCSc1nc2ccccc2n1-c1ccccc1	-4%	0	3%	5	-3.4%	3	-8	-4%	1
CCOC(=O)c1sc2nc(C)nc(SCC(=O)N(C)C3CCS(=O)(=O)C3)c2c1C (stereo not drawn)	3%	-14	4%	-23	12%	11	0	-3%	7

3 records picked at random from those above, as already listed:
SMILES	Glioma ERSR ind	D2 potentiator	Vif-A3F inh	D1 antag	RXFP1 agonist	D1 PAM	RXFP1 antag	Vif-APOBEC3G blk	D1 ag
O=C(c1n[nH]c2ccccc12)N1CCN(c2ccc(F)cc2)CC1	3%	-8	8%	-9	1.5%	-3	-4	-3%	2
COc1ccc(C(=O)OCC(=O)NC2CCCCCC2)c(OC)c1	-4%	-2	2%	-8	0.5%	6	-15	-3%	1
COc1cc(CNC(C)(C)C)ccc1OCC(=O)NC(C)(C)C	-2%	-6	-2%	17	4.0%	-1	-10	-6%	3

Next results:
SMILES	Glioma ERSR ind	D2 potentiator	Vif-A3F inh	D1 antag	RXFP1 agonist	D1 PAM	RXFP1 antag	Vif-APOBEC3G blk	D1 ag
Cc1cc(C)cc(NC(=O)Nc2cccs2)c1	nt	0	nt	-7	0.1%	-6	-12	nt	15
Cc1cc(C(F)F)n2ncc(C(=O)NCc3ccc(F)cc3)c2n1	-6%	1	2%	-1	0.4%	7	-8	5%	1
N#CC1(NC(=O)CSc2nnc(-c3ccccc3F)o2)CCCCC1	-1%	-8	-4%	4	1.7%	2	2	1%	3
Cc1cc(=O)[nH]c(N=N/C(=N/Nc2ccc(O)cc2)c2ccccc2)n1	-4%	21	-2%	nt	-2.4%	-1	-4	1%	0
CCCN(CC(=O)Nc1ccccc1Br)CC(=O)Nc1ccc(F)c(F)c1F	-3%	7	-4%	4	1.4%	-6	14	0%	19
Cc1nc2ccn(Cc3cccnc3)c(=O)c2cc1C(=O)N1CCN(c2ccccc2)CC1	-3%	nt	-3%	-1	3.9%	-4	-11	-1%	1
O=S(=O)(c1cccs1)N1CCN(Cc2ccccc2)CC1	-1%	-4	-20%	12	1.1%	-1	10	2%	2
COc1cc(C)nc(N(C)C(C)=O)n1	-4%	-8	-5%	-34*	3.1%	4	-1	0%	3
COc1ccc([C@H]2CC(=O)C=C(c3ccccc3C(F)(F)F)C2)cc1	-4%	4	-3%	10	-0.5%	1	nt	-8%	3
O=C(CSc1nccc(=O)[nH]1)NC1CCCCCC1	-2%	nt	6%	nt	nt	nt	1	0%	nt
COc1cc(/C=C2/C(=O)NN(c3ccc(Cl)c(Cl)c3)C2=O)cc([N+](=O)[O-])c1O	-3%	-7	-1%	-11	-0.4%	-3	-2	-5%	3
Cc1cccc(C(=O)NC(=S)NCc2ccccc2)c1	1%	nt	?	nt	nt	nt	-12	-1%	nt
COc1ccc(CNCC(O)(c2ccc(F)cc2)c2ccc(F)cc2)cc1	-5%	10	-24%	-12	1.5%	-4	-8	2%	11
COc1cccc(CN2CCN(CC(=O)NCCc3ccccc3)CC2)c1	-2%	-4	4%	12	-0.5%	-4	-9	-1%	1
O=C(c1ccccc1)c1cnc2ccc(Cl)cc2c1N1CCOCC1	-3%	2	-5%	15	8.0%	2	nt	-2%	1
Cc1cccc(NC(=O)C2c3ccccc3Oc3ccccc32)n1	2%	-9	-1%	2	-0.9%	-4	?	0%	5
O=C(Nc1cccnc1)C1OCCc2ccccc21 (stereo not drawn)	-7%	-15	0%	-16	0.7%	-3	1	1%	1
CNC(=O)c1[nH]cnc1C(=O)Nc1cccc(Cl)c1	-1%	-5	1%	nt	-0.3%	0	nt	5%	-1
COc1ccc(CCNC(=O)c2c(O)nc3c(C)cccn3c2=O)cc1	-3%	-1	0%	-1	0.3%	-3	-12	6%	2
CN(C(=O)COC(=O)c1ccccc1NC(=O)c1ccco1)C1CCS(=O)(=O)C1 (stereo not drawn)	-3%	1	-15%	-3	1.2%	0	-21	3%	3
O=C(COC(=O)c1cc(=O)[nH]c2ccccc12)NC1CCCCCCC1	1%	2	-1%	11	3.1%	-6	-11	-1%	1
Cc1csc(NC(=O)c2cc3c(s2)-c2ccccc2OC3)n1	-2%	24	2%	-9	-0.3%	3	nt	-5%	3
CCOc1ccc(C2Oc3nc(SC)nnc3-c3ccccc3N2C(C)=O)cc1OC (stereo not drawn)	-4%	-4	-13%	-10	-2.7%	1	1	1%	0
Nc1nnc(-c2cn(-c3ccccc3)nc2-c2ccc(Cl)cc2)o1	-8%	-1	15%	6	3.2%	-4	?	-2%	2
O=C(Cc1ccc(-n2cccc2)cc1)NCc1ccccc1Cl	-2%	-7	-2%	3	-0.4%	-2	-9	?	2
CCN(CC(=O)NCc1cccs1)C(=O)c1ccc(S(=O)(=O)Nc2ccccc2)cc1	-2%	0	7%	-8	0.1%	3	2	-1%	1
O=C(Nc1c(Cl)cc(Cl)cc1C(=O)NCc1cccnc1)c1ccc(Cl)cc1Cl	0%	5	4%	5	1.6%	3	-11	2%	2
O=C(Oc1ccc(-c2cnc3ccccc3n2)cc1)c1ccc(Br)o1	0%	20	-6%	-9	4.8%	0	-14	-3%	1

Quoted from the listing:
Cc1cccc(NC(=O)C2c3ccccc3Oc3ccccc32)n1 | D1 antag = 2
CCOC(=O)c1sc2nc(C)nc(SCC(=O)N(C)C3CCS(=O)(=O)C3)c2c1C (stereo not drawn) | Vif-A3F inh = 4%

Copied from above, two compounds:
SMILES	Glioma ERSR ind	D2 potentiator	Vif-A3F inh	D1 antag	RXFP1 agonist	D1 PAM	RXFP1 antag	Vif-APOBEC3G blk	D1 ag
Cc1cc(C)n2nc(C(=O)OC(C)C(=O)c3cc(C)c(C)cc3C)nc2n1 (stereo not drawn)	-3%	4	-13%	1	-0.9%	5	-13	-1%	0
O=C(c1n[nH]c2ccccc12)N1CCN(c2ccc(F)cc2)CC1	3%	-8	8%	-9	1.5%	-3	-4	-3%	2

Profiles from above. Screens in order: Glioma ERSR ind	D2 potentiator	Vif-A3F inh	D1 antag	RXFP1 agonist	D1 PAM	RXFP1 antag	Vif-APOBEC3G blk	D1 ag
Profile of `CCOc1ccc(C2Oc3nc(SC)nnc3-c3ccccc3N2C(C)=O)cc1OC` (stereo not drawn) → -4%	-4	-13%	-10	-2.7%	1	1	1%	0
Profile of `CC1CCCCC1NC(=O)CCn1ccc2cc(S(=O)(=O)N3CCCC3)ccc21` (stereo not drawn) → -1%	3	1%	2	2.1%	5	7	-1%	-1
Profile of `COc1cc(CNC(C)(C)C)ccc1OCC(=O)NC(C)(C)C` → -2%	-6	-2%	17	4.0%	-1	-10	-6%	3
Profile of `N#CC1(NC(=O)CSc2nnc(-c3ccccc3F)o2)CCCCC1` → -1%	-8	-4%	4	1.7%	2	2	1%	3

Screening results (PubChem BioAssay)

The list is partial; the hit share may differ from the screen's.
